G9a block: G9a (human) methyltransferase inhibition; G9a H3K9 monomethylation, AlphaScreen, 2 h; Potency, µM (series often up to 102 µM), for inactives: top-dose activity, negative = inhibition, usual class: inhibitors; hit rate 8.8% among 350,000; Q96KQ7; further: on the % scale 0 is the no-effect control and ±100 the full control effect; nearly all actives have a fitted effect of over 75% in size
Target sequence (Q96KQ7 913-1193 limits assumed): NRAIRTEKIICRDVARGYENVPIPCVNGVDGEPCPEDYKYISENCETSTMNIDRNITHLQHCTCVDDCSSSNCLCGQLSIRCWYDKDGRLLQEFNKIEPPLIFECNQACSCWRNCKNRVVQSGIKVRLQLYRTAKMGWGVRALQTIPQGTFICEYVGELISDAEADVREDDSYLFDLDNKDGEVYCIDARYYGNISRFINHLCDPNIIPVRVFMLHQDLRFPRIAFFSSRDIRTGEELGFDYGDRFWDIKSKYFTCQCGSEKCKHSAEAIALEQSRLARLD
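Readings reflect AlphaScreen signal from monomethyl-H3K9 antibody detection. HMT at 20 nM; substrate b-H3K9 500 nM; cofactor SAM 20 uM; 2 h RT reaction; compounds tested as titrations in qHTS with 15 min preincubation.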
Pol iota inh: DNA polymerase iota (human) inhibition | Q9UNA4 | Pol iota fluorescent replication assay, 10 min | Potency, µM (highest dose often 115 µM), inactives show top-dose activity, negative = inhibition, most hits filed as inhibitors | hit rate 1% among 390,000 | AID 588590
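Pol iota at 10 nM preincubated 15 min with compounds at room temperature; reaction started with fluorescent substrate, 50 nM final. Fluorescence read kinetically at 0 and 10 min; buffer-only wells as negative control.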
GLS inhibitor: glutaminase GLS (human) inhibition; GLS enzymatic activity, qHTS titration; Potency, µM (titrated, usually from 45.5 µM), inactives show at the top dose activity change, negative = inhibition, most hits filed as inhibitors; hit rate 0.21% among 410,000; further: on the % scale 0 is the no-effect control and ±100 the full control effect
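Assay buffer: 45 mM KH2PO4 pH 8.2, 0.02% Tween-20. hKGA acts on L-glutamine (1 mM solution added); product glutamate is reported by an oxidase/peroxidase Amplex Red coupling, with fluorescence taken at baseline and 30 min.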
PGK inhibitor: T. brucei PGK inhibition; AID 602233; Potency, µM (highest dose often 57.5 µM), without a hit: at the highest dose activity change, negative = inhibition, actives largely listed as inhibitors; PGK/GAPDH coupled, Kinase-Glo luminescence, 60 min; hit rate 0.043% among 380,000; P07378; further: on the % scale 0 is the no-effect control and ±100 the full control effect; nearly all actives have a fitted effect of over 60% in size
Target sequence (P07378 whole entry, looked up): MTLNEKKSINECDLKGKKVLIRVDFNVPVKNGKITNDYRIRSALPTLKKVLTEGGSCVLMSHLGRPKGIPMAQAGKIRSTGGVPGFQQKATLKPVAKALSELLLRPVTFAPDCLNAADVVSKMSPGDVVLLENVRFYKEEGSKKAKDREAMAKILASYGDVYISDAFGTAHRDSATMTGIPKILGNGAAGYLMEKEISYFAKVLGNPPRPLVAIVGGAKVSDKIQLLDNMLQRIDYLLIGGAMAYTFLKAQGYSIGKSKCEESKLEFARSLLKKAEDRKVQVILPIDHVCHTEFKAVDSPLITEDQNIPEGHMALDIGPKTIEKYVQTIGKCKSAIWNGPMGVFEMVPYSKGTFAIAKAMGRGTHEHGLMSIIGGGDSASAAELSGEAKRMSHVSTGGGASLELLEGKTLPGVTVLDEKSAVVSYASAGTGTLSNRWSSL
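Luminescent ATP detection (Kinase-Glo Plus) follows a 60-minute room-temperature incubation, with wells lacking PGK as controls. Buffer: 100 mM TEA (pH 7.6), 5 mM MgCl2, 0.01% Tween-20. Coupling enzyme GAPDH (100 nM final) supplies unstable 1,3-BPG in-well.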
BAZ2B block: inhibitors of human BAZ2B bromodomain; AlphaScreen BAZ2B-H3K14Ac peptide displacement; Q9UIF8; hit rate 4.4% among 360,000; Potency, µM (highest dose often 114 µM), inactives show top-dose activity change, negative = inhibition, actives largely listed as inhibitors; AID 504333; further: on the % scale 0 is the no-effect control and ±100 the full control effect; nearly all actives have a fitted effect of over 60% in size
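AlphaScreen displacement of biotin-H3(5-23)K14Ac peptide (50 nM final) from BAZ2B (50 nM final) in PBS pH 7.4, 0.01% Tween-20; complex preformed 30 min RT, then compounds (top 110 uM) 30 min RT, beads 20 min dark.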
JMJD2A Tudor inh: inhibitors of human JMJD2A Tudor domain | hit rate 4.4% among 390,000 | Potency, µM (top dose mostly 114 µM), for inactives: at the top dose activity change, negative = inhibition, most hits filed as inhibitors | AID 504339 | AlphaScreen JMJD2A-Tudor / H3K4me3 peptide binding | O75164; further: on the % scale 0 is the no-effect control and ±100 the full control effect; nearly all actives have a fitted effect of over 50% in size
BLM inh: inhibitors of human Bloom syndrome helicase BLM; recombinant BLM DNA unwinding, fluorescence dequenching; Potency, µM (top dose mostly 56.1 µM), for the others: at the highest dose activity change, negative = inhibition, actives largely listed as inhibitors; hit rate 0.2% among 350,000; P54132;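 further: plate controls were vehicle for no effect and no enzyme for full effect; nearly all actives have a fitted effect of over 35% in size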
HP1b chromo inh: HP1-beta chromodomain-methylated histone interaction inhibition; P83916; Potency, µM (highest dose often 114 µM), without a hit: at the top dose activity change, negative = inhibition, hits mostly inhibitors; AlphaScreen HP1-beta / biotin-H3K9me3 peptide binding; AID 540317; hit rate 0.56% among 390,000; further: nearly all actives have a fitted effect of over 70% in size; inactives centre near 23
Target sequence (P83916 whole entry, looked up): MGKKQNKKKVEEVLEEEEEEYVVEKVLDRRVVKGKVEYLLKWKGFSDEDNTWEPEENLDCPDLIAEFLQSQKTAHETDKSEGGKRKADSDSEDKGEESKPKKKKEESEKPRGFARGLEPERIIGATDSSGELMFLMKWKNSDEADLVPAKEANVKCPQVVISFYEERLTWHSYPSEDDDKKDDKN
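HP1-beta protein (50 nM final) preincubated 30 min at room temperature with biotinylated H3(1-18)K9me3 peptide (50 nM) in PBS pH 7.4, 0.01% Tween-20, then compound added for 30 min. AlphaScreen streptavidin donor/nickel chelate acceptor beads (10 ug/mL final), 30 min dark, luminescence read.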
Pin1 inh: human Pin1 inhibition. hit rate 0.009% among 390,000. Potency, µM (highest dose often 115 µM), without a hit: at the highest dose activity, negative = inhibition, hits mostly inhibitors. Pin1 FP peptide displacement, HiFluor488, 10 min. Q13526; active means well fitted inhibition curve with a large enough effect in the polarisation, with a control signal flat, not every such curve was filed as active; inconclusive means small, poorly fitted or top-dose-only effect, or effect the other way, or a change in a side signal; inactive means no such curve, though single readings can be large or run the other way; the % refers to the polarisation; further: on the % scale 0 is the no-effect control and ±100 the full control effect
Target sequence (Q13526 whole entry, looked up): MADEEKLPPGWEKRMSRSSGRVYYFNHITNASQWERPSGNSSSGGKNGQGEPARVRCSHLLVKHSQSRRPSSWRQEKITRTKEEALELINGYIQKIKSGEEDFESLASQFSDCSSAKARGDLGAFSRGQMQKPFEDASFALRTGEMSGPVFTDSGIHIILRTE
Starred values were filed as active, the others as inactive; [ ] = another dose, or the depositor's remark. Unless noted, the call rests on the fitted dose curve; in most records, active means well fitted curve in the direction sought with a large enough effect; inconclusive means small, poorly fitted or top-dose-only effect, or another doubt; inactive means no such curve, though single readings can be large; an effect the other way counts as inactive or inconclusive. Potency means the concentration at half of the fitted maximal effect.

How did COC(=O)c1cc2c(=O)c3ccccc3oc2nc1/C=C/N(C)C do in these assays?
G9a block: 0.7%; Pol iota inh: inconclusive; GLS inhibitor: 106.9%[activator]; PGK inhibitor: -2.3%; BAZ2B block: -0.6%; JMJD2A Tudor inh: 18.0%; BLM inh: -7.2%; HP1b chromo inh: 46.9%[activator]; Pin1 inh: inconclusive

What do the screens show for `Nc1nnnn1/N=C/c1ccccc1`?
G9a block: 11.0%; Pol iota inh: -12.2%; GLS inhibitor: -7.9%; PGK inhibitor: -5.6%; BAZ2B block: -1.2%; JMJD2A Tudor inh: inconclusive; BLM inh: -5.3%; HP1b chromo inh: 8.9%; Pin1 inh: 1.2%

How did O=C(CSc1nnc(COc2ccccc2)o1)NCCc1ccccc1 do in these assays?
G9a block: -4.0%[59 µM]; Pol iota inh: inconclusive; GLS inhibitor: inconclusive; PGK inhibitor: 1.0%; BAZ2B block: 6.2%; JMJD2A Tudor inh: 3.16µM*; BLM inh: -3.3%; HP1b chromo inh: inconclusive; Pin1 inh: 1.1%

How did O=S(=O)(c1cccnc1)N1CCn2cccc2C1c1ccccc1F (centres undefined) do in these assays?
G9a block: 44.7µM*; Pol iota inh: 14.9%; GLS inhibitor: 0.8%; PGK inhibitor: inactive; BAZ2B block: inconclusive; JMJD2A Tudor inh: -25.5%; HP1b chromo inh: -17.1%; Pin1 inh: -1.3%

How did Cn1c(SCC(=O)N/N=C/c2ccc([N+](=O)[O-])s2)nnc1-c1ccccc1 do in these assays?
G9a block: 15.1%[59 µM]; Pol iota inh: 150.8%[activator]; GLS inhibitor: -4.3%; PGK inhibitor: -11.6%; BAZ2B block: inconclusive; JMJD2A Tudor inh: -23.1%; BLM inh: -3.4%; HP1b chromo inh: -11.7%; Pin1 inh: 0.4%

What do the screens show for `CC(NC(=O)CN1C(=O)NC2(CCCCCC2)C1=O)c1ccccc1` (centres undefined)?
G9a block: -8.0%[2.33 µM]; Pol iota inh: 11.4%; GLS inhibitor: -8.2%; PGK inhibitor: 1.0%; BAZ2B block: 5.9%; JMJD2A Tudor inh: -3.5%; HP1b chromo inh: 20.6%; Pin1 inh: inconclusive

What do the screens show for `CC(=O)N1CCN(c2ccccc2NC(=O)COc2ccc(Br)cc2)CC1`?
G9a block: -13.3%[12.7 µM]; Pol iota inh: 9.4%; GLS inhibitor: -3.4%; PGK inhibitor: inactive; BAZ2B block: -5.6%; JMJD2A Tudor inh: -14.9%; BLM inh: -1.6%; HP1b chromo inh: 23.8%; Pin1 inh: -0.8%

How did O=C(c1ccccc1)N1CCSc2sccc2C1=O do in these assays?
G9a block: -33.9%; Pol iota inh: -5.8%; GLS inhibitor: -3.6%; PGK inhibitor: inactive; BAZ2B block: inconclusive; JMJD2A Tudor inh: -7.9%; BLM inh: -5.1%; HP1b chromo inh: 31.8%; Pin1 inh: 5.0%

How did CCOCCCNc1nc(=S)[nH]c2cc(OC)c(OC)cc12 do in these assays?
G9a block: 35.5µM*; Pol iota inh: 8.4%; GLS inhibitor: -27.1%; PGK inhibitor: -2.2%; BAZ2B block: inconclusive; JMJD2A Tudor inh: inconclusive; BLM inh: 0.7%; HP1b chromo inh: 24.6%; Pin1 inh: -5.2%

What do the screens show for `COc1cc(C(=O)NCCN2CCOCC2)cc(OC)c1OC`?
G9a block: 3.5%; Pol iota inh: inconclusive; GLS inhibitor: 2.0%; PGK inhibitor: inactive; BAZ2B block: -3.6%; JMJD2A Tudor inh: -11.9%; BLM inh: -5.2%; HP1b chromo inh: 22.9%; Pin1 inh: -1.5%

How did O=C(Nc1ccc(-c2n[nH]c(=S)o2)cc1)c1ccccc1 do in these assays?
G9a block: 31.6µM*; Pol iota inh: -0.1%; GLS inhibitor: 2.1%; BAZ2B block: -13.1%; JMJD2A Tudor inh: inconclusive; BLM inh: 3.2%; HP1b chromo inh: 44.8%[activator]; Pin1 inh: 2.8%

How did CNS(=O)(=O)c1cn(CC(=O)N2CCN(c3cccc(C)c3C)CC2)cc1S(=O)(=O)NC do in these assays?
G9a block: -19.2%[59 µM]; Pol iota inh: -8.3%; GLS inhibitor: 5.3%; PGK inhibitor: 0.7%; BAZ2B block: -12.6%; JMJD2A Tudor inh: -14.1%; BLM inh: -3.2%; HP1b chromo inh: 23.3%; Pin1 inh: -1.8%

Results for ClC1(Cl)CC1CSc1nnc(-c2ccncc2)o1 (centres undefined) ?
G9a block: inconclusive; Pol iota inh: 6.3%; GLS inhibitor: 1.5%; PGK inhibitor: inactive; BAZ2B block: 1.8%; JMJD2A Tudor inh: 2.7%; BLM inh: -3.9%; HP1b chromo inh: 88.9%[activator]; Pin1 inh: -0.8%

Results for Cn1nccc1C(=O)Oc1ccc(/C=N/NC(=O)c2ccccc2O)cc1 ?
G9a block: 5.2%; Pol iota inh: 11.0%; GLS inhibitor: 9.3%; PGK inhibitor: -9.9%; JMJD2A Tudor inh: -18.2%; BLM inh: -2.8%; HP1b chromo inh: 49.6%[activator]; Pin1 inh: -0.3%

Results for CC(C)Oc1ccc(/C(O)=C2/C(=O)C(=O)N(CCN(C)C)C2c2cccs2)cc1 (centres undefined) ?
G9a block: 0.2%[59 µM]; Pol iota inh: 3.9%; GLS inhibitor: 4.6%; PGK inhibitor: 3.6%; BAZ2B block: -3.7%; JMJD2A Tudor inh: -23.8%; BLM inh: -2.5%; HP1b chromo inh: 43.2%[activator]; Pin1 inh: -2.4%

How did CC1=C(C(=O)Nc2ccccc2)C(c2coc3ccccc3c2=O)C2=C(CCCC2=O)N1 (centres undefined) do in these assays?
G9a block: 21.9%[59 µM]; Pol iota inh: 12.0%; GLS inhibitor: 9.3%; PGK inhibitor: -5.1%; BAZ2B block: 4.4%; JMJD2A Tudor inh: -24.0%; BLM inh: 3.5%; HP1b chromo inh: 16.1%; Pin1 inh: 2.0%

Results for CCCC(=O)NC(=S)Nc1ccccc1C(F)(F)F ?
G9a block: -3.8%[59 µM]; Pol iota inh: 23.8%; GLS inhibitor: 0.5%; PGK inhibitor: -7.0%; BAZ2B block: 2.7%; JMJD2A Tudor inh: 6.8%; BLM inh: 3.1%; HP1b chromo inh: 18.5%; Pin1 inh: -5.8%

Results for CCOc1cc2[nH]c(=O)n(CCCN3CCCC3=O)c(=O)c2cc1OCC ?
G9a block: 1.4%[59 µM]; Pol iota inh: 10.9%; GLS inhibitor: -4.1%; PGK inhibitor: -8.8%; BAZ2B block: -1.2%; JMJD2A Tudor inh: -2.9%; BLM inh: 0.3%; HP1b chromo inh: 34.2%; Pin1 inh: -0.1%

What do the screens show for `CCCn1c(SCC(=O)NCCc2ccccc2)nnc1-c1cccnc1`?
G9a block: 21.9%; Pol iota inh: inconclusive; GLS inhibitor: 8.3%; PGK inhibitor: -5.7%; BAZ2B block: 14.6%; JMJD2A Tudor inh: 13.9%; BLM inh: -0.5%; HP1b chromo inh: -1.6%; Pin1 inh: -0.7%

How did Nc1nc(-c2ccc(Cl)cc2)nc(-c2ccc(Cl)cc2)n1 do in these assays?
G9a block: -7.4%[59 µM]; Pol iota inh: 6.6%; GLS inhibitor: -7.6%; PGK inhibitor: inactive; BAZ2B block: 2.5%; JMJD2A Tudor inh: -3.4%; BLM inh: -3.6%; HP1b chromo inh: 73.6%[activator]; Pin1 inh: 0.1%

How did O=C(O)CC(NC(=O)Cc1ccc(Cl)cc1)c1ccco1 (centres undefined) do in these assays?
G9a block: 0.8%; Pol iota inh: -10.0%; GLS inhibitor: 5.0%; PGK inhibitor: -5.1%; BAZ2B block: -29.7%; JMJD2A Tudor inh: -6.3%; BLM inh: 7.1%; HP1b chromo inh: 18.9%; Pin1 inh: -3.6%

How did C=CCn1cccc(C(=O)Nc2ccc(SC)cc2)c1=O do in these assays?
G9a block: -1.0%; Pol iota inh: 51.0%[activator]; GLS inhibitor: 1.1%; PGK inhibitor: -0.2%; BAZ2B block: 2.6%; JMJD2A Tudor inh: -13.7%; BLM inh: 0.0%; HP1b chromo inh: 25.8%; Pin1 inh: -3.5%

How did Cc1ccccc1N(C(=O)Cn1nnc(-c2cccs2)n1)C(C(=O)NCCC(C)C)c1ccco1 (centres undefined) do in these assays?
G9a block: 16.4%; Pol iota inh: -9.6%; GLS inhibitor: -1.0%; PGK inhibitor: -6.0%; BAZ2B block: -1.8%[57.1 µM]; JMJD2A Tudor inh: -23.8%; BLM inh: -10.3%; HP1b chromo inh: -1.2%; Pin1 inh: 4.8%

Results for Cc1ccccc1NC(=O)CSc1cn[nH]n1 ?
G9a block: inconclusive; Pol iota inh: 27.3%; GLS inhibitor: -10.2%; PGK inhibitor: 5.7%; BAZ2B block: -0.1%; JMJD2A Tudor inh: -7.0%; BLM inh: -3.4%; HP1b chromo inh: 3.6%; Pin1 inh: 3.2%

How did COc1ccc2c(c1)-c1c(ssc1=S)C(C)(C)N2 do in these assays?
G9a block: 7.94µM*; Pol iota inh: 23.4%; GLS inhibitor: 5.0%; PGK inhibitor: -6.0%; BAZ2B block: 12.6µM*; JMJD2A Tudor inh: 20µM*; BLM inh: -5.3%; HP1b chromo inh: 15.8µM*; Pin1 inh: 0.4%

How did CC1=Nc2ccc(C)cc2/C1=C/c1c(N)n2c(S(=O)(=O)C(C)C)nsc2nc1=O do in these assays?
G9a block: 50.1µM*; Pol iota inh: inconclusive; GLS inhibitor: -0.1%; PGK inhibitor: -3.2%; BAZ2B block: -35.5%; JMJD2A Tudor inh: -31.0%; BLM inh: -10.2%; HP1b chromo inh: 14.9%; Pin1 inh: -14.2%

What do the screens show for `COC(=O)c1[nH]c(C)c(/C(O)=C2\C(=O)C(=O)N(CCN(C)C)C2c2ccco2)c1C` (centres undefined)?
G9a block: inconclusive; Pol iota inh: 26.1%; GLS inhibitor: -0.1%; PGK inhibitor: -5.8%; BAZ2B block: -0.6%; JMJD2A Tudor inh: -5.6%; BLM inh: 2.7%; HP1b chromo inh: 35.4%; Pin1 inh: 0.8%

Compound activity as filed in PubChem.

These rows are one share of the data; the hit share may differ from the screen's.
